Nrf2 ARE act = qHTS of Nrf2 Activators | AREc32 ARE-luciferase reporter (MCF7-derived line), luminescence, 24 h | Potency, µM (doses to about 46.1 µM), inactives show at the top dose activation, most hits filed as activators | 410,000 compounds, 0.31% hits; further: potency means the concentration at half of the fitted maximal effect; % of control where 0% means no effect; nearly all actives have a fitted effect of over 65% in size
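Steps: seed AREc32_Fluc cells (1000/well, 5% FBS OPTI-MEM); incubate overnight at 37 deg C; add 23 nL compound; incubate 24 hr; add Steady-Glo; hold 30 min RT; read luminescence.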
MmCpn inh = Inhibitors of TCP-1 ring complex (TRiC) of Methanococcus maripaludis (MmCpn): qHTS | 330,000 compounds, 0.031% hits | Potency, µM (top dose mostly 76.9 µM), without a hit: at the top dose activity, negative = inhibition, most hits filed as inhibitors | AID 504842, 2011 | purified Mm-Cpn ATPase, ADP Transcreener TR-FRET; further: potency means the concentration at half of the fitted maximal effect; on the % scale 0 is the no-effect control and ±100 the full control effect; nearly all actives have a fitted effect of over 80% in size
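TR-FRET (320 nm excitation; 590 and 665 nm emission) reports ADP made from 10 uM ATP by 25 nM enzyme; compounds were preincubated 10 min, reaction run 30 min, both at 37°C.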
S2 tox = Viability Counterscreen for Primary qHTS for Inhibitors of ATXN expression | 400,000 compounds, 0.49% hits | Potency, µM (doses to about 56.7 µM), most hits filed as cytotoxic | S2 cells (HEK-293 line with an ATXN2-luciferase reporter) viability, CellTiter-Fluor protease fluorescence, 24 h | AID 651635, 2014; further: potency means the concentration at half of the fitted maximal effect; nearly all actives have a fitted effect of over 40% in size
Nrf2 inh = Nrf2 qHTS screen for inhibitors | A549 ARE-Fluc reporter, luciferase luminescence, 18-24 h | Potency, µM (titrated, usually from 46 µM), for inactives: at the top dose activity change, negative = inhibition, usual class: inhibitors | 360,000 compounds, 2.1% hits; further: potency means the concentration at half of the fitted maximal effect; on the % scale 0 is the no-effect control and ±100 the full control effect; nearly all actives have a fitted effect of over 60% in size
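Quantitative HTS in A549 cells stably bearing an antioxidant response element-firefly luciferase construct. Inhibition of Nrf2-driven transcription was scored by luminescence after 18-24 h of compound exposure at 37 °C.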
A549 tox = Nrf2 qHTS screen for inhibitors: counterscreen for cytotoxicity. A549 ARE-Fluc cells, CellTiter-Fluor viability, 18-24 h. 390,000 compounds, 0.16% hits. AID 504648, 2011. Potency, µM (doses to about 46 µM), for the others: top-dose activity change, negative = cytotoxicity, most hits filed as inhibitors; further: potency means the concentration at half of the fitted maximal effect; on the % scale 0 is the no-effect control and ±100 the full control effect
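A549 ARE_Fluc cells in 5% FBS OPTI-MEM were exposed to compounds in concentration-response for 18-24 h at 37 deg C. Viability was read by CellTiter-Fluor fluorescence (Ex 405/Em 525) after 30 min, before the luciferase read.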
Akt phos inh = HTS Assay for Inhibitors of Akt Phophorylation: Primary Screen; Neuro2A IGF-stimulated pAkt S473 HTRF, 20 min; hits give low values; activity change, % for hits at 50 µM; 360,000 compounds, 0.32% hits; AID 651550, 2012; in the data active means activity change below about -80%; inconclusive means mostly about -51% to -80%; further: on the % scale 0 is the no-effect control and ±100 the full control effect
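Neuro2A cells (4,500/well, DMEM with 0.5% FBS) were treated with compound at a single 50 µM final concentration, stimulated with 6 nM IGF for 20 min at 37 °C, and lysed. Phospho-Akt Ser473 was read by HTRF as 665/615 ratio ×10^4.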
HepG2 tox = qHTS for Inhibitors of TGF-b: Cytotox Counterscreen; 410,000 compounds, 0.76% hits; Potency, µM (top dose mostly 46.1 µM), without a hit: top-dose activity change, negative = cytotoxicity, hits mostly cytotoxic; HepG2 CAGA-GFP viability, ATP luminescence, 18 h; AID 588856, 2011; further: potency means the concentration at half of the fitted maximal effect; some results filed as inactive show a strong effect at the top dose
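CellTiter-Glo luminescence gave cytotoxicity after 18 hours at 37 degrees C. The cells were HepG2 CAGA-GFP in 1% FBS DMEM, stimulated with 500 pg/mL TGF-beta after compound addition. %Activity was normalised to no-cell wells (complete cell-killing) and DMSO (no toxicity), and curves were fitted and classified.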
TGFb inhibitor = qHTS for Inhibitors of TGF-b; AID 588855, 2011; HepG2 CAGA-GFP TGF-b/SMAD3 reporter, GFP fluorescence, 18 h; TGF-beta stimulated, 500 pg/mL final; 410,000 compounds, 1.2% hits; Potency, µM (series often up to 46.1 µM), for inactives: at the highest dose activity, negative = inhibition, hits mostly inhibitors; further: potency means the concentration at half of the fitted maximal effect; on the % scale 0 is the no-effect control and ±100 the full control effect; nearly all actives have a fitted effect of over 65% in size
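HEPG2 CAGA-GFP, 1000 cells/well; 2 h settle, 37 C; cpd via pin tool; TGF-b 500 pg/mL final; 18 h, 37 C; GFP imaging ex488/em500-530; %Activity normalised to -TGF-b and +DMSO controls; CRC fit, curve class.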
CCT modulator = High-Throughput Screening for Modulators of Cytosolic Chaperonin Activity | AID 651819, 2012 | activity change, % (concentration not given with the values), hits read low | 360,000 compounds, 0.3% hits | purified chaperonin ATPase assay, HTRF ADP detection, 30 min; in the data active means activity change below about -30%; further: on the % scale 0 is the no-effect control and ±100 the full control effect
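First, chaperonin was dispensed at 40 nM or 20 nM final depending on batch activity. Next, compounds were pinned at 76 uM and ATP added at 10 uM. After 30 min at 37 °C, ADP detection reagents ran 30 min at ambient temperature.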
Numbers without * were called inactive. Unless noted, the call rests on the fitted dose curve; in most records, active means well fitted curve in the direction sought with a large enough effect; inconclusive means small, poorly fitted or top-dose-only effect, or another doubt; inactive means no such curve, though single readings can be large; an effect the other way counts as inactive or inconclusive.

For O=C(OCc1ccccc1)N1CCC2CC1c1cc(-c3ccc4c(c3)OCO4)ccc12 (centres undefined) the results were Nrf2 ARE act 5.0%, S2 tox inactive, Nrf2 inh inconclusive, A549 tox 1%, Akt phos inh inactive, HepG2 tox -12%, TGFb inhibitor -1% and CCT modulator -0.7.
CC(=O)Oc1ccc(C(=O)Nc2ccccc2NC(=O)c2ccc(OC(C)=O)cc2)cc1 was read as Nrf2 ARE act 0.2%, MmCpn inh -1%, S2 tox inconclusive, Nrf2 inh -19%, A549 tox -6%, Akt phos inh inactive, HepG2 tox -18%, TGFb inhibitor -1% and CCT modulator -0.2.
Screening CN(Cc1ccco1)C(=O)CN1C(=O)NC2(CCCC2)C1=O returned Nrf2 ARE act 5.7%, MmCpn inh 1%, S2 tox inactive, Nrf2 inh 0%, A549 tox 1%, Akt phos inh inactive, HepG2 tox 13%, TGFb inhibitor -4% and CCT modulator -1.9.
Screening O=C(/C=C/Nc1ccc(F)cc1F)c1ccco1 returned Nrf2 ARE act 6.3µM*, MmCpn inh 1%, S2 tox inactive, Nrf2 inh inconclusive, A549 tox inconclusive, Akt phos inh inactive, HepG2 tox -14%, TGFb inhibitor -21% and CCT modulator 0.1.
For CS(=O)(=O)c1ccc(-c2sc3ccccc3c2C#CCCO)cc1 the results were Nrf2 ARE act -0.1%, MmCpn inh inconclusive, S2 tox inconclusive, Nrf2 inh 9%, A549 tox -4%, Akt phos inh inactive, HepG2 tox -33%, TGFb inhibitor 11µM* and CCT modulator -2.3.
Screening COc1ccc(CC2(CO)CCN(C(C)COc3ccccc3)CC2)cc1 (centres undefined) returned Nrf2 ARE act 5.7%, MmCpn inh 1%, S2 tox inactive, Nrf2 inh inconclusive, A549 tox 10%, Akt phos inh inactive, HepG2 tox -37%, TGFb inhibitor 18% and CCT modulator -5.5.
`CCN(CC(=O)NCc1ccc(F)cc1)CC(=O)Nc1ccccc1-c1ccccc1` gave Nrf2 ARE act 0.3%, MmCpn inh -1%, S2 tox inactive, Nrf2 inh -8%, A549 tox -12%, Akt phos inh inactive, HepG2 tox -73%, TGFb inhibitor 2% and CCT modulator -2.7.
Screening COCCNC(=O)C1CCCN(Cc2ccccc2-c2ccccc2)CC1 (centres undefined) returned Nrf2 ARE act -0.9%, S2 tox inactive, Akt phos inh inactive, HepG2 tox -3%, TGFb inhibitor 0% and CCT modulator 0.0.
COc1ccc(C(=O)NC(=S)N2CC(C)OC(C)C2)cc1 (centres undefined) was read as Nrf2 ARE act 3.9%, MmCpn inh -4%, S2 tox inactive, Nrf2 inh -8%, A549 tox 7%, Akt phos inh inactive, HepG2 tox 0%, TGFb inhibitor inconclusive and CCT modulator 1.6.
`Cc1nn(CC(=O)Nc2ccc(Cl)cc2)c(=O)c2cc(-c3ccccc3)nn12` gave Nrf2 ARE act -0.8%, MmCpn inh -2%, S2 tox inactive, Nrf2 inh -8%, A549 tox 1%, Akt phos inh inactive, HepG2 tox -1%, TGFb inhibitor -4% and CCT modulator -6.6.
CCOC(=O)c1ccccc1NC(=O)CSc1nc(N)cc(=O)[nH]1 was read as Nrf2 ARE act 0.1%, MmCpn inh 0%, S2 tox inactive, Nrf2 inh 6%, A549 tox 4%, Akt phos inh inactive, HepG2 tox 1%, TGFb inhibitor 7% and CCT modulator 1.4.
For CC(C)N(C(=O)Nc1ccc2nccnc2c1)C(C)C the results were Nrf2 ARE act 0.7%, MmCpn inh -6%, S2 tox inactive, A549 tox -2%, Akt phos inh inactive, HepG2 tox 4%, TGFb inhibitor 5% and CCT modulator -2.5.
For Cc1cnc2cc(Cl)c(Cl)cc2n1 the results were Nrf2 ARE act -0.1%, MmCpn inh -7%, S2 tox inactive, Nrf2 inh -10%, A549 tox 3%, Akt phos inh inactive, HepG2 tox -1%, TGFb inhibitor 1% and CCT modulator -2.2.
`CCCc1cc(C(=O)Nc2cccc3ccccc23)n(C)n1` gave Nrf2 ARE act 3.4%, MmCpn inh 0%, S2 tox inactive, Nrf2 inh 4%, A549 tox 1%, Akt phos inh inactive, HepG2 tox 0%, TGFb inhibitor 4% and CCT modulator -9.2.
For c1ccc(CCCCc2ccncc2)cc1 the results were Nrf2 ARE act -0.2%, S2 tox inactive, Nrf2 inh 7%, A549 tox -1%, Akt phos inh inactive, HepG2 tox -3%, TGFb inhibitor -8% and CCT modulator -1.8.

Among those listed so far, two have a Cl atom.
`Cc1nn(CC(=O)Nc2ccc(Cl)cc2)c(=O)c2cc(-c3ccccc3)nn12` gave Nrf2 ARE act -0.8%, MmCpn inh -2%, S2 tox inactive, Nrf2 inh -8%, A549 tox 1%, Akt phos inh inactive, HepG2 tox -1%, TGFb inhibitor -4% and CCT modulator -6.6.
For Cc1cnc2cc(Cl)c(Cl)cc2n1 the results were Nrf2 ARE act -0.1%, MmCpn inh -7%, S2 tox inactive, Nrf2 inh -10%, A549 tox 3%, Akt phos inh inactive, HepG2 tox -1%, TGFb inhibitor 1% and CCT modulator -2.2.

(list continues)
`CCCCNC(=O)[C@H](CSCc1ccccc1)N1Cc2ccccc2C1=O` gave Nrf2 ARE act 0.0%, MmCpn inh 3%, S2 tox inactive, Nrf2 inh -12%, A549 tox -7%, Akt phos inh inactive, HepG2 tox 0%, TGFb inhibitor -8% and CCT modulator -0.2.
`Cc1ccccc1OC/C(O)=C(\C#N)c1nc2ccccc2[nH]1` gave Nrf2 ARE act 8.4%, MmCpn inh -2%, S2 tox inactive, Nrf2 inh 10%, A549 tox -1%, Akt phos inh inactive, HepG2 tox -2%, TGFb inhibitor -2% and CCT modulator 1.5.
For O=C(Nc1cc2c(oc1=O)CCCC2=O)c1cccc(Cl)c1 the results were Nrf2 ARE act 11µM*, MmCpn inh -1%, S2 tox inactive, Nrf2 inh 16%, A549 tox 7%, Akt phos inh inactive, HepG2 tox -28%, TGFb inhibitor 25% and CCT modulator 1.0.
For CCOC(=O)N1CCN(C(=O)C2CCCN(c3nc4ccc(OCC)cc4s3)C2)CC1 (centres undefined) the results were Nrf2 ARE act 0.6%, MmCpn inh 1%, S2 tox inactive, Nrf2 inh 4%, A549 tox 1%, Akt phos inh inactive, HepG2 tox 6%, TGFb inhibitor 9% and CCT modulator -1.1.
`Cn1nc(CC(=O)Nc2ccc3c(c2)OCCO3)c2ccccc2c1=O` gave Nrf2 ARE act 2.8%, MmCpn inh -2%, S2 tox inactive, A549 tox inconclusive, Akt phos inh inactive, HepG2 tox -15%, TGFb inhibitor 13% and CCT modulator -1.0.
For Cc1ccc(C)c(NC(=O)CCc2c(C)nn(-c3ccc(N4CCCC4)nn3)c2C)c1 the results were Nrf2 ARE act -0.6%, Nrf2 inh -24%, A549 tox -4%, HepG2 tox -12% and TGFb inhibitor -24%.
CC(C)N(Cc1ccccc1)S(=O)(=O)c1ccc(-n2cccn2)cc1 was read as Nrf2 ARE act 0.6%, S2 tox inactive, Akt phos inh inactive, HepG2 tox -14%, TGFb inhibitor -16% and CCT modulator 1.6.
COc1cc(C(=O)N(Cc2ccco2)Cc2cc3ccccc3[nH]c2=O)cc(OC)c1OC was read as Nrf2 ARE act -0.3%, MmCpn inh 1%, S2 tox inactive, Nrf2 inh inconclusive, A549 tox -6%, Akt phos inh inactive, HepG2 tox -13%, TGFb inhibitor 8% and CCT modulator -0.6.
`COc1ccc(CCNC(=O)c2c(-c3ccccc3)noc2C)cc1OC` gave Nrf2 ARE act 0.0%, MmCpn inh -2%, S2 tox inactive, Nrf2 inh -6%, A549 tox -8%, Akt phos inh inactive, HepG2 tox -16%, TGFb inhibitor 2% and CCT modulator -5.3.
For CN(C)CCNC(=O)c1ccc(CS(=O)(=O)c2c(Cl)cccc2Cl)o1 the results were Nrf2 ARE act -1.1%, MmCpn inh 1%, S2 tox inconclusive, Nrf2 inh 6%, A549 tox -26%, Akt phos inh inactive, HepG2 tox -23%, TGFb inhibitor -3% and CCT modulator -26.
`O=c1c2sc3ccccc3c2n(Cc2ccccc2)c(=O)n1CCc1ccccc1` gave Nrf2 ARE act 0.3%, S2 tox inactive, Nrf2 inh 18%, A549 tox 9%, HepG2 tox 4% and TGFb inhibitor 0%.
Screening O=S(=O)(c1ccc2ccccc2c1)N1CCCOC1 returned Nrf2 ARE act -0.2%, MmCpn inh 1%, S2 tox inactive, Nrf2 inh -11%, A549 tox 3%, Akt phos inh inactive, HepG2 tox -4%, TGFb inhibitor -3% and CCT modulator -1.1.
`Cc1ccc(C)c(Cn2nnc3c(=O)[nH]c(C(=O)NCC4CCCO4)nc32)c1` (centres undefined) gave Nrf2 ARE act -0.4%, MmCpn inh 2%, S2 tox inactive, Nrf2 inh 6%, A549 tox 0%, Akt phos inh inactive, HepG2 tox -5%, TGFb inhibitor 2% and CCT modulator -2.4.
CC[C@H](C)[C@@H]1NC(=O)[C@H]([C@@H](C)CC)NC(=O)[C@@H](CC(C)C)NC(=O)[C@H](Cc2ccccc2)NC(=O)[C@H](Cc2ccccc2)NC(=O)[C@@H]2CCCN2C(=O)[C@@H]2CCCN2C(=O)[C@H](C(C)C)NC(=O)[C@H](CC(C)C)NC1=O was read as Nrf2 ARE act 0.2%, MmCpn inh 1%, S2 tox 28µM*, Nrf2 inh inconclusive, A549 tox -8%, Akt phos inh inactive, HepG2 tox -3%, TGFb inhibitor -8% and CCT modulator -1.8.
For CCOc1ccc(CNc2ccc(S(N)(=O)=O)cc2)cc1 the results were Nrf2 ARE act 3.1%, MmCpn inh 0%, S2 tox inactive, Nrf2 inh inconclusive, A549 tox -13%, Akt phos inh inactive, HepG2 tox 2%, TGFb inhibitor -6% and CCT modulator 0.6.
